DYRK1A inh: Dyrk1A (rat) kinase inhibition; ADP-Glo luminescence, NFATc1 peptide; inhibition, % at 12.5 µM; AID 504441; 310,000 compounds, 0.43% hits; in the data active = inhibition above about 50%;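 also: plate controls were vehicle with enzyme for no effect and no enzyme for full effect; many of its hits are not listed in these tables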
KCNK9 inh: blocks the human KCNK9 two-pore domain potassium channel. Q9NPC2. HEK293 KCNK9, FluxOR thallium flux fluorescence; active compounds read low. B-score at 10 µM. 310,000 compounds, 1.2% hits;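 active = ratio B-score over 3 SD below the library mean, with starting fluorescence within 5 SD of its mean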;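 also: negative B-score means less thallium flux so channel inhibition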
Target sequence (Q9NPC2 whole entry, looked up, the tested form may be a part): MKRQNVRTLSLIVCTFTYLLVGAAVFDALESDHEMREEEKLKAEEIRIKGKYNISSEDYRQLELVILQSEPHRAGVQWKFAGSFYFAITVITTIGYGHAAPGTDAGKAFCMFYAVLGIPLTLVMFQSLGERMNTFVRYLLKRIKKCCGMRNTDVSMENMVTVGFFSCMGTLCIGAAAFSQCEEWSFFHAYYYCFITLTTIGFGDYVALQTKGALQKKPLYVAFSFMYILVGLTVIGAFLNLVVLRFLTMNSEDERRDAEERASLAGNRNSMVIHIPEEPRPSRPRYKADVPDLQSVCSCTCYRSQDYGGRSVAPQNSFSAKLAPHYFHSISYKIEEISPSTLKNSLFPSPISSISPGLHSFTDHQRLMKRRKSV
GSK3beta inhib: inhibitors of human GSK3beta kinase | P49841 | GST-GSK3beta kinase, ADP-Glo luminescence, 60 min; active compounds read low | activity score (negative = inhibition), % at 10 µM | 300,000 compounds, 0.038% hits;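 active = more than half of replicate wells score below -50%, meaning over 50% inhibition versus plate controls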;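 also: 0% = median DMSO wells and -100% = median GW8510 positive control wells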
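Test system: GST-fused GSK3beta enzyme, cell-free | Quantity: 1.6 ng GST-GSK3beta enzyme per well | Reagent: 25 µM ATP with peptide substrate | Schedule: 60 min enzyme reaction, room temperature | Signal: Luminescent ADP-Glo measurement of ADP formed | Read-out basis: Score relative to plate controls | Control set: DMSO and 20 µM GW8510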
hERG rescue: hERG (human) protection from proarrhythmic block; AID 1511; Q12809; CHO-hERG, FluxOR thallium flux, dofetilide IC70 present; activation (rescue from dofetilide block), less the hit threshold, % at 10 µM; 310,000 compounds, 0.51% hits;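 active = activation above the mean of controls blocked by dofetilide plus 5 SD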;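 also: thallium influx through hERG after potassium depolarization seen as dye fluorescence rise; in these data hits start at about 4.7%; inactives centre near -7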
RGS4 pot: potentiators or activators of RGS4; 310,000 compounds, 0.92% hits; AID 463111; HEK293 M3R/inducible RGS4, carbachol calcium flux Fluo4; active compounds read low; B-score at 10 µM;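 active = B-score of the integrated calcium signal more than 4 SD below the library mean, with starting fluorescence not abnormally high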;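 also: negative B-score means reduced calcium response which marks RGS4 activation or potentiation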
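Assay system: HEK293 FlpIn-TREx cells, stable M3R, doxycycline-inducible RGS4 / Probe or stimulus: carbachol, ECmax concentration / Times: overnight RGS4 induction, 30 min dye load 37 °C, 20 min compound RT / Signal: kinetic calcium fluorescence imaging with Fluo4-AM dye, 2 µM / Measure: Agonist-evoked peak-minus-minimum fluorescence over baseline, integrated ratio, B score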
HDAC3 inhib: human HDAC3 inhibition | AID 2718 | O15379 | inhibition, % at 8.3 µM | 320,000 compounds, 0.15% hits | recombinant HDAC3, fluorogenic peptide/trypsin coupled, fluorescence; in the data active = inhibition above about 26%, passing the limit was not always enough
KCNQ1 inh: inhibitors of human KCNQ1 potassium channel. 310,000 compounds, 1.3% hits. P51787. CHO-K1 KCNQ1, FluxOR thallium flux fluorescence; active compounds read high. B-score at 10 µM;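 active = compounds whose thallium flux B-score, printed positive for inhibition, exceeds three library SD while starting fluorescence stays within three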;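 also: channel opened by potassium depolarization with thallium stimulus after 20 min compound exposure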
KCNQ1 act: potentiators or activators of human KCNQ1 potassium channel. CHO-K1 KCNQ1, thallium flux FluxOR fluorescence; active compounds read high. 310,000 compounds, 0.35% hits. P51787. AID 2648. B-score at 10 µM;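 active = fluorescence ratio B-score, a plate-corrected score, at least three library SD, with initial intensity B-score within 5 SD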
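Material: CHO-K1 cells stably expressing KCNQ1. Medium: assay buffer for compound exposure, DMSO matched across wells. Reagent: K+/Tl+ depolarizing stimulus. Compound dosing: single-concentration screen. Times: 37 °C overnight plating, 90-min dark dye load, 20-min compound pretreatment. Technique: FluxOR Tl+ flux fluorescence.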
KCNK3 block: human KCNK3 channel inhibition, primary screen; O14649; CHO-KCNK3 thallium flux, FluxOR fluorescence; active compounds read low; B-score at 10 µM; 340,000 compounds, 0.84% hits; AID 602410;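 active = B-score under library mean minus 4 SD, starting fluorescence ratio at most library mean plus 5 SD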;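 also: more negative B-score means stronger inhibition of thallium flux through KCNK3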
Target sequence (O14649 whole entry, looked up): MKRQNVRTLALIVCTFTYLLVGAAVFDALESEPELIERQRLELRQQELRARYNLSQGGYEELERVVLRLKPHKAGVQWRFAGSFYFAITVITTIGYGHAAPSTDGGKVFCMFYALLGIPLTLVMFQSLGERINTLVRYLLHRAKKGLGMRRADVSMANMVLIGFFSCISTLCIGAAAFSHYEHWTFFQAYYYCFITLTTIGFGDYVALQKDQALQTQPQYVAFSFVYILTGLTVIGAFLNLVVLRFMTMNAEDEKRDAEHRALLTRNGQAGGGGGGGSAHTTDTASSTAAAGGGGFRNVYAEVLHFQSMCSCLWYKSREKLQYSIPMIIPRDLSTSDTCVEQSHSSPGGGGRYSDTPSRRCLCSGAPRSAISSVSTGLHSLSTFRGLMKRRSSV
GSK3A inh: human GSK-3 alpha kinase inhibition | inhibition, % at 10 µM | 320,000 compounds, 0.1% hits | ADP-Glo luminescence, 60 min | P49840;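 in the data active = inhibition above about 50%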;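 also: GST-tagged GSK-3 alpha with peptide substrate and 25 µM ATP; 0% = DMSO neutral wells and 100% = GW8510 positive control wells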
PolyA inh: inhibitors of polyadenylation in S. cerevisiae; calls only at 12 µM; S. cerevisiae SKY197-pL101 polyadenylation reporter, beta-gal luminescence; efflux-impaired pdr1/pdr3 knockout yeast; score 100 = 6 SD above DMSO; 300,000 compounds, 0.02% hits;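 active = lowest replicate activity score at least 50, where 100 means six control SD above control mean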;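 also: yeast exposed to compound for 9 h at 30 °C; higher score means more reporter readthrough which indicates perturbed polyadenylation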
* hit, by the source's call; i = inactive; . = not tested or not shown. Not all compounds are listed; the hit share may differ from the screen's.

SMILES	DYRK1A inh	KCNK9 inh	GSK3beta inhib	hERG rescue	RGS4 pot	HDAC3 inhib	KCNQ1 inh	KCNQ1 act	KCNK3 block	GSK3A inh	PolyA inh
COc1ccc(C(=O)COc2ccc(F)cc2)c(O)c1	6.7	i	0.1	-10.0	i	.	i	i	i	-0.9	i
CSc1cccc(NC(=O)C2CCCN(S(=O)(=O)c3ccc(F)cc3)C2)c1 (centres undefined)	-4.7	i	0.7	-13.6	i	10.6	i	i	i	-1.1	i
COC(=O)CSc1[nH]c2cc(C)ccc2c1[N+](=O)[O-]	1.6	i	-2.9	-13.8	i	1.8	i	i	i	-1.8	i
O=Cc1sc(Nc2ccccc2)nc1Cl	-0.8	i	0.8	-14.3	i	1.9	i	i	i	-0.8	i
Cc1ccccc1-n1c(SCC(=O)N/N=C/c2ccccc2OCC(=O)O)nc2ccccc2c1=O	-2.1	i	-3.6	-6.9	i	4.0	i	i	i	-1.6	i
COc1ccc2cc(S(=O)(=O)c3ccccc3)c(=O)oc2c1	0.9	i	0.8	-11.1	i	1.9	i	i	i	-1.9	i
COc1cc(C2NC(=O)NC3=C2C(=O)OC3)cc(OC)c1OC (centres undefined)	-10.9	i	2.3	-10.0	i	5.3	i	i	i	-1.7	i
CN(C)/C=C1\C(=O)N(C)N=C1C(F)(F)F	1.4	i	-5.5	-8.6	i	-6.2	i	i	i	-0.5	i
O=c1cc(C(F)(F)F)nc(SC/C=C/c2ccccc2)[nH]1	-5.6	i	6.2	-29.4	i	-3.1	i	i	i	-5.6	i
Cc1ccc2nc(-c3ccc(NC(=O)CN4CCN(c5ccccn5)CC4)cc3)sc2c1	.	i	2.5	-7.8	i	-4.3	i	i	i	-1.0	i
COc1ccc(NC(=O)Nc2nnc(Cc3ccc(OC)c(OC)c3)s2)cc1	-2.1	i	-0.2	-9.1	i	-9.3	i	i	i	-0.1	i
Cc1nn(-c2ccccc2)c(N2CCCC2)c1/C=C1\N=C(c2ccccc2)OC1=O	0.2	i	0.0	-15.7	i	5.0	i	i	i	-2.8	i
O=C(CCCC(=O)OCC(Cl)=C(Cl)Cl)Nc1cccc2ccccc12	-0.7	i	3.7	-8.8	i	-3.5	i	i	i	0.1	i
COc1ccc(CCC(=O)Nc2cccc(S(=O)(=O)N(C)C)c2)cc1OC	-5.0	i	0.7	-5.4	i	-0.8	i	i	i	-9.5	i
CC(=O)NCC(=O)OCC(=O)c1ccc(Cl)cc1	3.5	i	3.0	-12.2	i	-1.9	i	i	i	.	i
CN(C)/C=N/c1nc2ncc(-c3ccc(Cl)cc3)c(/N=C/N(C)C)n2n1	-0.1	i	2.0	-1.9	i	-0.5	i	i	i	-1.7	i
CCN(CC)CCCNC(=O)c1cc2c(Cl)nc3ccccc3c2s1	-0.2	i	0.0	-11.6	-7.7*	-7.1	i	i	i	7.4	i
Cc1nn(Cc2ccccc2)c(Cl)c1C(=O)NC(C)(C)C	2.2	i	1.7	-8.4	i	-3.2	i	i	i	-2.0	i
O=C(NCCN=C1NS(=O)(=O)c2ccccc21)c1ccc(S(=O)(=O)N2CCOCC2)cc1	-9.2	i	0.2	-6.0	i	14.2	i	i	i	1.0	i
COc1cccc2c1OCC(CN1CCN(C3CCCCC3)C(CCO)C1)=C2 (centres undefined)	-5.2	i	1.2	-1.5	i	-3.0	i	i	i	-2.2	i
CN1CCCc2cc(C=O)ccc21	1.9	i	4.8	-5.6	i	-3.2	i	i	i	0.1	i
Cc1ccc(C(=O)NCCN(C)C)cc1C	-0.7	i	-4.3	-10.0	i	4.4	i	i	i	-2.0	i
Cc1ccc(S(=O)(=O)N2CCOCC2)cc1C(=O)Nc1ccc(S(=O)(=O)Nc2nccs2)cc1	1.9	i	3.2	-3.3	i	1.2	i	i	i	-0.7	i
CCOc1ccc(Cl)cc1CNc1nnnn1C	-7.8	i	-2.6	-9.0	i	-9.9	i	i	i	.	i
CCc1ccc(Oc2coc3cc(O)ccc3c2=O)cc1	-1.4	i	-1.5	-1.8	i	-11.9	i	i	i	0.7	i

Overlap with the part before: seven entries, followed by the next part.
SMILES	DYRK1A inh	KCNK9 inh	GSK3beta inhib	hERG rescue	RGS4 pot	HDAC3 inhib	KCNQ1 inh	KCNQ1 act	KCNK3 block	GSK3A inh	PolyA inh
O=C(NCCN=C1NS(=O)(=O)c2ccccc21)c1ccc(S(=O)(=O)N2CCOCC2)cc1	-9.2	i	0.2	-6.0	i	14.2	i	i	i	1.0	i
COc1cccc2c1OCC(CN1CCN(C3CCCCC3)C(CCO)C1)=C2 (centres undefined)	-5.2	i	1.2	-1.5	i	-3.0	i	i	i	-2.2	i
CN1CCCc2cc(C=O)ccc21	1.9	i	4.8	-5.6	i	-3.2	i	i	i	0.1	i
Cc1ccc(C(=O)NCCN(C)C)cc1C	-0.7	i	-4.3	-10.0	i	4.4	i	i	i	-2.0	i
Cc1ccc(S(=O)(=O)N2CCOCC2)cc1C(=O)Nc1ccc(S(=O)(=O)Nc2nccs2)cc1	1.9	i	3.2	-3.3	i	1.2	i	i	i	-0.7	i
CCOc1ccc(Cl)cc1CNc1nnnn1C	-7.8	i	-2.6	-9.0	i	-9.9	i	i	i	.	i
CCc1ccc(Oc2coc3cc(O)ccc3c2=O)cc1	-1.4	i	-1.5	-1.8	i	-11.9	i	i	i	0.7	i
CCc1ccc(NC(=O)Cn2nnc(-c3ccc(C)cc3-n3cnnn3)n2)cc1	-5.0	i	2.0	-12.3	i	-16.3	i	i	i	-0.4	i
CCN1CCN(C(=O)CN(C)S(=O)(=O)c2ccc(OC)cc2)CC1	-2.8	i	1.8	-19.9	i	-3.3	i	i	i	-2.1	i
Nc1c(N2CCCCC2)c(=O)[nH]c(=O)n1-c1ccccc1	-3.3	i	-3.1	-13.2	i	-0.1	i	i	i	-0.8	i
CCC(=O)Nc1cccc(NC(=O)c2ccc3c(c2)OCO3)c1	-2.0	i	1.7	-10.1	i	-0.6	i	i	i	-0.5	i
CC(C)(C)c1ccc(C(CC(=O)O)NS(=O)(=O)Cc2ccccc2)cc1 (centres undefined)	-0.2	i	2.2	-6.3	i	0.4	i	i	i	-7.7	i
COc1ccc(CNC(=O)CSc2nc3ccc(C)cc3[nH]2)cc1	-3.0	i	0.5	-12.3	i	1.7	i	i	i	-2.1	i
Cc1cccc(-n2c(CCN3C(=O)c4ccccc4C3=O)nc3ccccc3c2=O)n1	-3.0	i	4.3	-10.7	i	.	i	i	i	.	i
COc1ccc(C)cc1Nc1nc(-c2c(C)[nH]c3ccccc23)cs1	5.8	i	3.3	-6.0	i	-10.0	i	i	i	1.3	i
CN(Cc1cn(C)nc1-c1ccc(Oc2ccccc2)cc1)Cc1cnc2ccccn12	0.6	-6.99*	0.7	-35.5	i	2.7	7*	i	-9.36*	.	i
CCSC1(SCC)N=C(N)C2(C#N)C(c3ccc(F)cc3)C12C#N (centres undefined)	12.8	i	0.1	-7.0	i	6.9	i	i	i	1.2	i
CCC(=O)Nc1nc(-c2ccc3c(c2)OCCO3)cs1	51.5*	i	1.6	-6.0	i	2.9	i	i	i	-1.7	i
CC(OC(=O)Cn1[nH]c(=O)c2ccccc2c1=O)C(=O)NC1(C#N)CCCCC1 (centres undefined)	-6.1	i	2.5	-9.9	i	-5.7	i	i	i	-1.8	i
O=C(N/N=C/c1ccc(O)cc1)c1cccc(C(F)(F)F)c1	8.1	i	3.3	-7.7	i	-12.1	i	i	i	6.4	i
Cc1ccc(-n2nc3c(c2NC(=O)c2ccc4c(c2)OCO4)CS(=O)(=O)C3)c(C)c1	-3.3	i	-3.4	-3.9	i	-0.7	i	i	i	0.1	i
CCN(CC)C(=O)CN(c1cccc(Br)c1)S(C)(=O)=O	0.3	i	0.7	1.6	i	-4.0	i	i	i	3.5	i
CN(C)Cc1cc(CN(C)C)c(O)c(CCc2ccccc2)n1	-2.2	i	2.1	1.0	i	2.4	i	i	i	-4.0	i
O=C(CSCc1cnn(-c2ccccc2)c1-n1cccc1)NCc1ccccn1	10.1	i	3.4	-10.3	i	4.9	i	i	i	-5.1	i
CC(NC(=S)Nc1ccccc1OC(F)F)C(C)(C)C (centres undefined)	-0.3	i	1.1	-9.5	i	-3.2	i	i	i	0.2	i
O=C(NCc1ccccn1)c1nc(-c2ccc(C(F)(F)F)cc2)no1	8.9	i	3.4	-11.2	i	-0.9	i	i	i	-1.3	i
CCNC(=O)C/C(C)=N/NC(=O)C12CC3CC(CC(C3)C1)C2	5.4	i	2.9	-3.2	i	3.5	i	i	i	-2.6	i
Cc1nnc(NC(=O)c2ccc(S(=O)(=O)N3CCOCC3)cc2)s1	2.6	i	4.5	-10.5	i	.	i	i	i	-0.9	i
CCOC(=O)C(Cc1ccccc1)(NC(C)=O)C(=O)OCC	4.9	i	-2.0	-1.7	i	1.4	i	i	i	-3.3	i
C/C(CCc1ccccc1)=N\NC(=O)CC(=O)NCCc1ccccc1	1.7	i	-3.2	-2.9	i	-8.4	i	i	i	-7.0	i
Cc1ccc2c(c1)N(CC(=O)NCC(C)c1ccccc1)C(=O)c1cccnc1O2 (centres undefined)	4.3	i	-1.9	-9.8	i	-3.3	i	i	i	-2.5	i
CCOc1ccc(N2CC(O)(c3ccc(F)cc3)[N+]3=C2CCCC3)cc1 (centres undefined)	.	i	0.7	-14.1	i	-3.8	i	i	i	0.2	i
Cc1cccc2cc(C3CC(c4ccco4)=NN3S(=O)(=O)c3ccccc3)c(Cl)nc12 (centres undefined)	-3.1	i	-2.1	-19.1	i	12.7	i	i	i	-0.5	i

Screening results (PubChem BioAssay)
